Screening data: PubChem, National Center for Advancing Translational Sciences (NCATS)
TGFb SMAD3 inh – inhibitors of TGF-b signaling. 410,000 tested, 1.2% active. Potency, µM (top dose mostly 46.1 µM), inactives show top-dose activity, negative = inhibition, usual class: inhibitors. HepG2 CAGA-GFP TGF-b/SMAD3 reporter, GFP fluorescence, 18 h; TGF-beta stimulated, 500 pg/mL final. AID 588855; note: potency is the fitted concentration of half-maximal effect; % is set by controls: 0 for no effect and ±100 for the full control effect; nearly all actives have a fitted effect of over 65% in size
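Inhibition of TGF-beta-driven CAGA-GFP reporter expression in HEPG2 cells is measured by cellular GFP fluorescence after 18 h stimulation with 500 pg/mL recombinant TGF-beta in 1% FBS medium at 37 degrees C.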
HepG2 tox – kills HepG2 cells in TGF-b inhibitor counter-screen | HepG2 CAGA-GFP viability, ATP luminescence, 18 h | Potency, µM (doses to about 46.1 µM), for the others: top-dose activity change, negative = cytotoxicity, hits mostly cytotoxic | 410,000 tested, 0.76% active; note: potency is the fitted concentration of half-maximal effect; some results filed as inactive show a strong effect at the top dose
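CellTiter-Glo luminescence gave cytotoxicity after 18 hours at 37 degrees C. The cells were HepG2 CAGA-GFP in 1% FBS DMEM, stimulated with 500 pg/mL TGF-beta after compound addition. %Activity was normalised to no-cell wells (complete cell-killing) and DMSO (no toxicity), and curves were fitted and classified.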
IL2 activator – activates IL-2 in a cell-based reporter assay; 360,000 tested, 0.065% active; activation, % (series mostly up to about 46 µM); IL-2 activation reporter assay, cell-based qHTS; stimulated with anti-CD3/CD4/CD28 beads; in transgenic mouse T cells; in the data active = activation above about 50%; inconclusive = mostly about 30% to 49%; note: 0% is about no effect
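Using fluorescent plate cytometry, EGFP and DsRed are detected in transgenic mouse T cells stimulated 18 h at 37 degrees C with antibody-coated beads after 60 min compound pretreatment.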
Nrf2 inh – Nrf2 pathway inhibition. Potency, µM (top dose mostly 46 µM), for the others: at the highest dose activity change, negative = inhibition, actives largely listed as inhibitors. 360,000 tested, 2.1% active. A549 ARE-Fluc reporter, luciferase luminescence, 18-24 h; note: potency is the fitted concentration of half-maximal effect; % is set by controls: 0 for no effect and ±100 for the full control effect; nearly all actives have a fitted effect of over 60% in size
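Quantitative HTS in A549 cells stably bearing an antioxidant response element-firefly luciferase construct. Inhibition of Nrf2-driven transcription was scored by luminescence after 18-24 h of compound exposure at 37 °C.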
Nrf2 ARE act – Nrf2 pathway activation; AREc32 ARE-luciferase reporter (MCF7-derived line), luminescence, 24 h; Potency, µM (top dose mostly 46.1 µM), for inactives: at the top dose activation, hits mostly activators; 410,000 tested, 0.31% active; AID 624171; note: potency is the fitted concentration of half-maximal effect; % of control where 0% means no effect; nearly all actives have a fitted effect of over 65% in size
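Reporter line AREc32 (ARE-Fluc), seeded overnight in OPTI-MEM with 5% FBS; compound pin-transferred, 24 hr at 37 deg C, 5% CO2; luminescent read-out.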
ATXN viability – reduces viability in counter-screen for ATXN expression inhibitors; S2 cells (HEK-293 line with an ATXN2-luciferase reporter) viability, CellTiter-Fluor protease fluorescence, 24 h; Potency, µM (highest dose often 56.7 µM), hits mostly cytotoxic; 400,000 tested, 0.49% active; AID 651635; note: potency is the fitted concentration of half-maximal effect; nearly all actives have a fitted effect of over 40% in size
ATXN2 expr inh – ATXN2 expression inhibition. HEK-293 ATXN2-luciferase reporter, luminescence, 24 h. Potency, µM (top dose mostly 57 µM), without a hit: top-dose activity change, negative = inhibition, hits mostly inhibitors. 360,000 tested, 0.72% active. AID 1745845; note: potency is the fitted concentration of half-maximal effect; % is set by controls: 0 for no effect and ±100 for the full control effect; nearly all actives have a fitted effect of over 55% in size
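qHTS (up to 57 uM final) was run with 24 h compound exposure of reporter cells at 37 °C. Each well was multiplexed: SteadyGlo luminescence measured ATXN2-luciferase expression after a fluorogenic Gly-Phe-AFC viability readout (25 uM final).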
A549 viability – A549 cytotoxicity, counter-screen for Nrf2 inhibitors. A549 ARE-Fluc cells, CellTiter-Fluor viability, 18-24 h. Potency, µM (doses to about 46 µM), inactives show at the highest dose activity change, negative = cytotoxicity, hits mostly inhibitors. 390,000 tested, 0.16% active; note: potency is the fitted concentration of half-maximal effect; % is set by controls: 0 for no effect and ±100 for the full control effect
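A549 ARE_Fluc cells in 5% FBS OPTI-MEM were exposed to compounds in concentration-response for 18-24 h at 37 deg C. Viability was read by CellTiter-Fluor fluorescence (Ex 405/Em 525) after 30 min, before the luciferase read.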
EPAC2 ag – activates human EPAC2 exchange factor; EPAC2 activation, biochemical qHTS; response scale: 100% = 6.5 mM cAMP response; Potency, µM (titrated, usually from 154 µM), for the others: at the top dose activation, usual class: activators; 360,000 tested, 0.079% active; note: potency is the fitted concentration of half-maximal effect; nearly all actives have a fitted effect of over 50% in size
Target sequence (Q8WZA2 whole entry, looked up): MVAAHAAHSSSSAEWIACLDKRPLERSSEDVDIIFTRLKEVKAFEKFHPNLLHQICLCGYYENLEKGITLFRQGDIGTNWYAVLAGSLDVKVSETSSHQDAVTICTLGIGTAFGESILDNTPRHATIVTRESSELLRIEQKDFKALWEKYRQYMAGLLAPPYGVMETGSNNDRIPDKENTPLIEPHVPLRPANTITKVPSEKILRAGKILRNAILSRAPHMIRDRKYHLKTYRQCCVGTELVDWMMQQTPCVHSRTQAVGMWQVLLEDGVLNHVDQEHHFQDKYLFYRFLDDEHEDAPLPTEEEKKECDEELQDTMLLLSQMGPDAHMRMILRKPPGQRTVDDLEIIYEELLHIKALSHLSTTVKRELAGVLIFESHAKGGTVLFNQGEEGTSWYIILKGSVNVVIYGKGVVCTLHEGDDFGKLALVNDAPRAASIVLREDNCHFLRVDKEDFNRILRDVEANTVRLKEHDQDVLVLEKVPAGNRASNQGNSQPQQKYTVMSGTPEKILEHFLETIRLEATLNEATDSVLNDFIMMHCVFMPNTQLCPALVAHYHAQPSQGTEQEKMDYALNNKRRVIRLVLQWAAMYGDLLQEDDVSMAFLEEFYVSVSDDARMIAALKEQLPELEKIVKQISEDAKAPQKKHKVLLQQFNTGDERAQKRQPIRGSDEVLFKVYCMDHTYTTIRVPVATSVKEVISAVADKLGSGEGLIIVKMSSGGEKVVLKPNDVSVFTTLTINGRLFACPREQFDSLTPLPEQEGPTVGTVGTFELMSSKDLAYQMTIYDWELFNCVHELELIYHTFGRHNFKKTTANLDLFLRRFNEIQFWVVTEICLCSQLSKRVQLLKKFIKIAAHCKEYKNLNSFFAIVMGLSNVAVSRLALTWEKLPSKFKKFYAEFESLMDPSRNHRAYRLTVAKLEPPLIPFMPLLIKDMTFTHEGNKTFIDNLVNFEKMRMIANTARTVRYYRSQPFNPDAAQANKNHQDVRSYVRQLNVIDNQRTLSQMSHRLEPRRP
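In this primary screen, activation is scored as increased exchange of BODIPY-GDP from Rap1B by 100 nM EPAC2, with 50 uM GDP as competitor. Signal is normalized to the 6.5 mM cAMP agonist control.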
* hit, by the source's call; i = inactive; ? = inconclusive; / = not tested or not shown; [ ] = remark or other dose. Unless noted, calls come from the whole dose curve; as a rule, active = well fitted curve in the direction sought with a large enough effect; inconclusive = small, poorly fitted or top-dose-only effect, or another doubt; inactive = no such curve, though single readings can be large; an effect the other way counts as inactive or inconclusive.

No. | Molecule | TGFb SMAD3 inh | HepG2 tox | IL2 activator | Nrf2 inh | Nrf2 ARE act | ATXN viability | ATXN2 expr inh | A549 viability | EPAC2 ag
1 | COc1cc(NC(=O)CN2CCN(C(=O)C3CCCO3)CC2)c(OC)cc1Cl (stereo not drawn) | -8% | -27% | -4.4 | -14% | -0.6% | i | -4% | -4% | 9%
2 | COc1ccc(CCNc2nc(SCc3ccc(F)cc3)nc3ccccc23)cc1OC | 0% | -10% | / | / | 2.3% | / | / | 1% | /
3 | Cc1nc2ccccc2n1C(=O)N1CCOCC1 | -7% | -9% | -0.5 | 15% | 0.4% | i | 1% | 0% | -2%
4 | NC(=O)c1ccc[n+](CC(=O)c2ccc(Br)cc2)c1 | 2% | -14% | -2.0 | 0% | -0.3% | i | / | -2% | 8%
5 | CCOC(=O)COc1cc(O)c2c(=O)cc(-c3ccccc3)oc2c1 | -8% | -1% | 0.6 | -19% | 6.5% | i | 6% | 14% | 0%
6 | O=C(Nc1ccccc1)c1ccc(-c2ccccc2C(F)(F)F)o1 | ? | -28% | 0.6 | 20% | 15% | ? | 19% | -2% | 1%
7 | CC(C)N(C(=O)c1nn(C)c2c1CSc1ccccc1-2)C1CCCCC1 | -23% | -1% | 8.6 | -1% | -0.5% | i | -2% | 12% | 1%
8 | CC(=O)Nc1cc(-c2ccc(N)cc2)cn2c(-c3cccc(C(F)(F)F)c3)cnc12 | -17% | -19% | 1.1 | / | 9.0% | ? | -20% | / | 10%
9 | CC(=NC1CCCCC1)C1=C(O)c2ccccc2C1=O | -25% | -24% | -2.9 | ? | 3.4% | i | 32%[activator] | -4% | 9%
10 | Cc1onc(-c2ccccc2)c1C(=O)Nc1c(C)n(C)n(-c2ccccc2)c1=O | -1% | -6% | 0.0 | 2% | -1.0% | i | -7% | -9% | 6%
11 | C[C@]1(C(=O)O)C=C[C@@H](Cc2ccccc2)N1C(=O)c1ccccc1 | 8% | 18% | 3.9 | 10% | 0.4% | i | -6% | 3% | 3%
12 | COc1ccc(S(=O)(=O)NC(C)C(=O)NCc2cccnc2)cc1C (stereo not drawn) | -4% | -24% | -1.7 | 9% | -0.3% | i | -7% | 7% | 15%
13 | O=C1C(Cc2ccc(Br)cc2)SC(=Nc2ccccc2)N1c1ccccc1 (stereo not drawn) | 0% | -26% | -0.6 | ? | 1.4% | i | -11% | 19% | 8%
14 | O=S(=O)(c1ccccc1F)N1CCN(c2nc(-c3cccnc3)nc3ccccc23)CC1 | 29% | -3% | -0.5 | ? | -0.1% | ? | / | 10% | 7%
15 | CCc1ccc(NC(=O)CO/N=C(\C)c2cc3ccccc3o2)cc1 | -3% | -8% | -1.0 | 15% | 0.0% | i | -14% | -1% | 6%
16 | COc1cccc(OC)c1C(=O)Nc1ccc(NC(=O)c2ccco2)cc1 | -7% | 9% | -0.7 | -6% | -0.5% | ? | -22% | 2% | -2%
17 | CCC1=Nc2cc(C(=O)NCC(C)c3ccccc3)ccc2Sc2ccc(C)cc21 (stereo not drawn) | 4% | -21% | / | ? | -0.3% | i | -26% | -4% | /
18 | CN(C)CCN(C)C1CN(CCc2ccccc2)S(=O)(=O)C1 (stereo not drawn) | 15% | 22% | -0.5 | / | -1.0% | i | 7% | / | -14%
19 | O=C(NCC(c1cccs1)N1CCOCC1)c1cc(S(=O)(=O)N2CCOCC2)ccc1Cl (stereo not drawn) | 0% | 2% | 0.2 | 12% | 1.8% | i | 7% | 7% | 0%
20 | Cc1c(C(=O)NNc2c(Cl)cccc2Cl)n(C)oc1=O | -4% | -21% | 1.3 | 12% | -0.3% | i | -13% | -1% | 7%
21 | O=C(CSc1nnc(C2CC2)n1C1CC1)c1ccc(F)cc1 | 20% | -2% | 1.1 | 6% | 1.3% | i | 11% | -1% | 6%
22 | O=C(Nc1ccc(NC(=O)c2ccc(S(=O)(=O)c3ccccc3)cc2)cc1)c1ccccc1 | -3% | -35% | -0.4 | 2% | -1.3% | i | -4% | -1% | -2%
23 | O=C1NC(=O)C(CC(=O)N(Cc2cccs2)C2(C(=O)NC3CCCC3)CCCCC2)N1 (stereo not drawn) | 1% | 6% | -5.2 | 0% | 0.0% | ? | -11% | -19% | 11%
24 | CN(O)/C=C1\C(=O)Nc2ccccc21 | 3% | -8% | 0.2 | -25% | 3.2% | i | 2% | -9% | -1%
25 | COc1ccc(OC)c(NC(=S)NCc2cccs2)c1 | 1% | -15% | -1.5 | -15% | -0.5% | i | -6% | 8% | 13%
26 | Cn1c(=O)c2c(ncn2CC(=O)OCC(=O)Nc2cc(Cl)ccc2Cl)n(C)c1=O | -21% | -20% | -0.3 | 8% | -0.4% | i | 1% | -10% | -4%
27 | CCCCNCc1cc(OC)c(OCC(N)=O)cc1Br | 3% | -10% | -1.9 | -11% | -0.2% | ? | 2% | 5% | -4%
28 | Cc1ccc(C2CC(c3cccc(C)c3)n3ncnc3N2)cc1 (stereo not drawn) | -4% | -7% | -2.2 | -13% | -0.5% | i | -7% | 0% | 2%
29 | Cc1ccc([N+](=O)[O-])cc1S(=O)(=O)n1ccnc1C | 0% | -7% | 2.5 | -28% | 0.3% | i | -30% | 3% | 0%
30 | Cc1ccc(OCCCn2c(=O)oc3ccccc32)cc1 | -1% | -7% | -1.8 | ? | 3.9% | ? | 9%[11.3 µM] | 30% | 9%
31 | CCN1CCN(CC(=O)Nc2ccc3c(c2)OCO3)C(=O)C1=O | 4% | 5% | -3.3 | 20% | 0.1% | i | 8% | 1% | -3%
32 | CCc1ccc(CN(Cc2ccco2)C(=O)COc2ccc(Cl)c(C)c2)cc1 | -32% | -33% | / | 2% | 3.8% | / | / | 10% | /
33 | CC(Sc1nnc2ccccn12)C(=O)Nc1ccc(Cl)cn1 (stereo not drawn) | 2% | 13% | -2.4 | 2% | -0.9% | i | -14% | -9%[1.84 µM] | 2%
34 | CCN(Cc1ccccc1)C(=O)c1cc2ccc3cccnc3c2[nH]1 | ? | -63% | / | -19% | -0.3% | / | / | -5% | /
35 | CSc1ccccc1C(=O)C1CCCN(C(=O)c2cncs2)C1 (stereo not drawn) | 1% | -4% | -3.3 | 14% | -0.1% | i | 18% | 0% | -4%
36 | COc1ccc(C(=O)Nc2cccc(-c3ccc4nncn4n3)c2)cc1 | 5% | 1% | -5.1 | -22% | 0.2% | i | -3% | -11% | -2%
37 | CC1CCCN(S(=O)(=O)c2ccc(C(=O)Nc3sc4c(c3C(N)=O)CCN(C)C4)cc2)C1 (stereo not drawn) | ? | -75% | -1.1 | -13% | 17% | i | ? | -12% | 1%
38 | CC1CC(C)CN(CCCNC(=O)c2csc3c2CCCC3)C1 (stereo not drawn) | 0% | -33% | -1.7 | ? | 0.3% | i | -18% | ? | 4%
39 | O=C(O)CSCC(=O)N1CCCN(c2nccc(C(F)(F)F)n2)CC1 | 8% | 5% | -0.3 | 0% | -0.5% | i | 1% | -6% | 8%
40 | Clc1nc(NC2CCCCC2)c2cn[nH]c2n1 | -5% | 2% | 0.1 | -24% | 1.9% | i | -8% | -4% | -2%
41 | FC(F)(F)c1ccccc1Cc1c(C2CCCCC2)nc2ccc(Br)cn12 | ? | -67% | -0.7 | / | 3.9% | ? | -16% | / | 5%
42 | CCNc1ccc(S(=O)(=O)N(C)C)cc1NCC(=O)Nc1c(F)cccc1F | -3% | 3% | -0.3 | 3% | -0.2% | ? | -7% | 1% | -2%
43 | CN(CC(=O)Nc1ccc(N2CCOCC2)cc1)CC(=O)Nc1ccccc1[N+](=O)[O-] | 0% | 0% | 3.1 | -2% | 0.0% | i | 8% | 1% | -3%
44 | COc1cc(C2=Nc3ccc(Br)cc3C(c3ccccc3)N2CC(=O)NN)cc(OC)c1OC (stereo not drawn) | 0% | -40% | 1.0 | -15% | 3.3% | i | 3% | -4% | 9%

Entries of single compounds, quoted from the list.
Profile of `O=S(=O)(c1ccccc1F)N1CCN(c2nc(-c3cccnc3)nc3ccccc23)CC1` → TGFb SMAD3 inh: 29%; HepG2 tox: -3%; IL2 activator: -0.5; Nrf2 inh: ?; Nrf2 ARE act: -0.1%; ATXN viability: ?; ATXN2 expr inh: /; A549 viability: 10%; EPAC2 ag: 7%
Profile of `CSc1ccccc1C(=O)C1CCCN(C(=O)c2cncs2)C1` (stereo not drawn) → TGFb SMAD3 inh: 1%; HepG2 tox: -4%; IL2 activator: -3.3; Nrf2 inh: 14%; Nrf2 ARE act: -0.1%; ATXN viability: i; ATXN2 expr inh: 18%; A549 viability: 0%; EPAC2 ag: -4%

Part of the list above in order of SMILES length, high to low.
No. | Molecule | TGFb SMAD3 inh | HepG2 tox | IL2 activator | Nrf2 inh | Nrf2 ARE act | ATXN viability | ATXN2 expr inh | A549 viability | EPAC2 ag
43 | CN(CC(=O)Nc1ccc(N2CCOCC2)cc1)CC(=O)Nc1ccccc1[N+](=O)[O-] | 0% | 0% | 3.1 | -2% | 0.0% | i | 8% | 1% | -3%
42 | CCNc1ccc(S(=O)(=O)N(C)C)cc1NCC(=O)Nc1c(F)cccc1F | -3% | 3% | -0.3 | 3% | -0.2% | ? | -7% | 1% | -2%
32 | CCc1ccc(CN(Cc2ccco2)C(=O)COc2ccc(Cl)c(C)c2)cc1 | -32% | -33% | / | 2% | 3.8% | / | / | 10% | /
31 | CCN1CCN(CC(=O)Nc2ccc3c(c2)OCO3)C(=O)C1=O | 4% | 5% | -3.3 | 20% | 0.1% | i | 8% | 1% | -3%
33 | CC(Sc1nnc2ccccn12)C(=O)Nc1ccc(Cl)cn1 (stereo not drawn) | 2% | 13% | -2.4 | 2% | -0.9% | i | -14% | -9%[1.84 µM] | 2%
